Screening data from PubChem BioAssay.
Yeast life ext: yeast lifespan extension; S. cerevisiae growth with nicotinamide, OD615; deaD strain in restrictive glucose medium; inhibition of the nicotinamide effect, % at 10 µM; 130,000 compounds, 0.68% hits;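 active means inhibition above a set limit, placed 3 SD over the median of all compounds, cut at about 26% in these data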;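 further: 0% = nicotinamide-treated wells and 100% = cells grown without nicotinamide; some compounds called inactive have numbers as strong as hits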
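Test system: DeaD-strain S. cerevisiae / Buffer or medium: restrictive glucose medium / Also added: nicotinamide 1.5 mM / Doses: one concentration, 10 µM, DMSO 0.25% / Schedule: 48 h at 30 °C / Signal: OD615 measurement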
E-sel TNF inh: TNF alpha driven E-selectin expression inhibition; HUVEC TNFa-induced E-selectin immunofluorescence, high content; inhibition, % at 2 µM; 120,000 compounds, 0.71% hits; AID 1246;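 active means inhibition above the batch mean plus 3 SD, and confirmed as a hit on visual image review, cut at about 43% in these data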;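 further: 0% = TNF-stimulated DMSO wells and 100% = unstimulated control wells; not every result past the cut was called active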
GALR2 antag: GALR2 (human) receptor antagonism. GALR2-expressing cells, antagonist mode. 140,000 compounds, 0.39% hits. AID 828. inhibition, % at 4 µM; in the data active means inhibition above about 27%;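 further: cells stimulated with galanin 1-16 at roughly its EC80; 0% = agonist challenge control and 100% = basal control without agonist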
Target sequence (O43603 whole entry, looked up): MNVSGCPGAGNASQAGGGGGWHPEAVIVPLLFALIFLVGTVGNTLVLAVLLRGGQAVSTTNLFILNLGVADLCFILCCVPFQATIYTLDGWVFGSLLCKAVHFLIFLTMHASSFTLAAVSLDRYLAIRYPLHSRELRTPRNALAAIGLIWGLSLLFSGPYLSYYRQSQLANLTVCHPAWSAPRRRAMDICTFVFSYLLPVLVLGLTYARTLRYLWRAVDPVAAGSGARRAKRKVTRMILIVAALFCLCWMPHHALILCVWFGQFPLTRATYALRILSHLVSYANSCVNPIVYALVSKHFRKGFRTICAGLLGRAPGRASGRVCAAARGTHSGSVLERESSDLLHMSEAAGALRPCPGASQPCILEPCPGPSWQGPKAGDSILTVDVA
MRP-1 activ: activators of MRP-1; H69AR cells + doxorubicin, viability rescue, CellTiter-Glo; viability increase, % at 10 µM; 140,000 compounds, 0.61% hits; AID 799;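 active means viability gain under doxorubicin at or above a set limit, the compound median plus 3 SD, cut at about 4.7% in these data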;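 further: MRP-1 overexpressing cells given doxorubicin 25 µM after compound pretreatment; 18-22 h compound pretreatment then 72 h with doxorubicin before readout; 0% = doxorubicin-only wells and 100% = vehicle-treated cells without doxorubicin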
BB579 growth dn: reduces growth of yeast BB579 in restrictive medium; inhibition, % at 10 µM; S. cerevisiae BB579 growth, OD615, 48 h; 140,000 compounds, 0.51% hits;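 active means inhibition above a set limit, 3 SD over the mean compound inhibition, cut at about 44% in these data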; further: inactives centre near -24
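Assay system: S. cerevisiae DeaD strain BB579 yeast. Medium: CSMM-D restrictive synthetic medium containing dextrose (glucose). Times: 4 h cell preincubation, 48 h compound exposure, 30 °C humidified. Signal: OD615 turbidity measurement. Benchmarks: positive control amphotericin B 10 µg/mL.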
Measles CPE: protection of cells from measles virus | Measles virus-infected cells, CPE protection, absorbance | protection (pct of control), % at 4 µM | 140,000 compounds, 1.5% hits; in the data active means protection mostly above about 24%, no sharp cut-off; inactive means mostly below about 26%; further: some compounds called inactive have numbers as strong as hits
NPY Y2 blocker: antagonists of human neuropeptide Y receptor Y2; NPY-Y2 expressing cells, antagonist mode; inhibition, % at 2.7 µM; 140,000 compounds, 0.99% hits; in the data active means inhibition above about 17%;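 further: 0% = vehicle with agonist challenge and 100% = reference antagonist with challenge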
Target sequence (P49146 whole entry, looked up): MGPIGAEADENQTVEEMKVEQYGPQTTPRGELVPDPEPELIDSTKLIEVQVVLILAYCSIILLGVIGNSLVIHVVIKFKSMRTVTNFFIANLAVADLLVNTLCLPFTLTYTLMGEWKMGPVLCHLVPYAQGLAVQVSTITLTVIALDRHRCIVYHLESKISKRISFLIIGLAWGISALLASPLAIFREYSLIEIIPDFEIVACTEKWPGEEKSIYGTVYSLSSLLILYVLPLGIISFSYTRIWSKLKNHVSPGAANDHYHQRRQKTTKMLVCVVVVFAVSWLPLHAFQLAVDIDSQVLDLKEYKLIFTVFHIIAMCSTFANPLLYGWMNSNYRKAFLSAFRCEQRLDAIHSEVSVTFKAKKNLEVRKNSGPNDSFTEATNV
Phagocyt inh: blocks phagocytosis by macrophages | J774A.1 macrophage IgG-bead phagocytosis, imaging | inhibition, % at 5 µM | 110,000 compounds, 0.07% hits;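 active means inhibition above the mean of the plate negative controls plus 5 SD, cut at about 13% in these data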;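 further: phagocytic index as fraction of beads internalized from green versus red external bead signal; plate controls were DMSO negative control for no effect and cytochalasin-D positive control for full effect; some results beyond the cut were filed as inactive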
bCat KO growth: beta-catenin-lacking colon tumor cell growth suppression; HCT116 beta-catenin knockout viability, CellTiter-Glo, 60 h; hits give low values; viability, % at 10 µM; 140,000 compounds, 1.5% hits;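 active means viability at or under a set limit, the compound median less 4 SD, cut at about 6% in these data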;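 further: 0% = Hyamine 1622 control at 20 µM and 100% = untreated cell control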
HCT116 PTEN-null: suppresses growth of cells with PTEN deletion; HCT116 PTEN-null viability, CellTiter-Glo, 60 h; hits give low values; viability, % at 10 µM; 140,000 compounds, 1.2% hits; AID 827;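 active means viability at or below a set limit, 4 SD under the median of all tested compounds, cut at about 3.7% in these data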;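 further: PTEN knockout HCT116 line with beta catenin targeted HCT116 as companion control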
* hit, by the source's call; . = not tested or not shown.

SMILES | Yeast life ext | E-sel TNF inh | GALR2 antag | MRP-1 activ | BB579 growth dn | Measles CPE | NPY Y2 blocker | Phagocyt inh | bCat KO growth | HCT116 PTEN-null
CC1CCN(CCCCOc2ccccc2Br)CC1 | -1 | . | 1 | -1.9 | -44 | 15 | 12 | 2 | 79 | 79
O=C(c1ccc(COc2c(F)c(F)cc(F)c2F)o1)N1CCN(c2ccc(Cl)cc2)CC1 | 2 | -22 | 5 | -2.0 | -52 | 3 | 10 | 0 | 48 | 22
CC1CCN(S(=O)(=O)c2ccc3c(c2)C(=NO)c2cc(S(=O)(=O)N4CCC(C)CC4)ccc2-3)CC1 | -21 | . | 1 | -5.5 | -27 | 0 | -2 | . | 0.8* | 1.2*
CCOC(=O)c1oc2ccccc2c1NC(=O)c1ccc(S(=O)(=O)N2CCCC2)cc1 | -8 | -5 | 0 | -1.9 | -11 | 23 | 2 | 2 | 102 | 103
O=C(CCNS(=O)(=O)c1cccc2nonc12)NC1CCCc2ccccc21 (centres undefined) | -12 | -13 | 17 | -1.4 | -54 | 11 | 3 | 2 | 94 | 103
O=C(CCCCn1c(=O)[nH]c2ccsc2c1=O)NCc1cccnc1 | -7 | -7 | -5 | -0.4 | -19 | 20 | 3 | . | 102 | 107
CSc1nc(NCCOCCO)c2sc3nc(-c4ccco4)c4c(c3c2n1)CCC4 | -19 | 35 | 5 | -0.9 | -18 | 4 | 0 | 0 | 100 | 101
COc1ccc(CC(=O)NC(C)c2nnc(SCC(=O)Nc3nc(C)cs3)n2C)cc1 (centres undefined) | -13 | 3 | -1 | -0.9 | -18 | 17 | 2 | -3 | 104 | 106
CCOC(=O)c1sc2nc(C)nc(SCC(=O)NC(C)CCc3ccccc3)c2c1C (centres undefined) | -3 | 4 | -4 | 0.0 | -19 | 4 | 0 | -2 | 88 | 101
O=C(NCCc1ccccn1)c1cc(-c2ccccc2Cl)nc2ccccc12 | -3 | -22 | -4 | -1.2 | -15 | 20 | 2 | -9 | 89 | 80
Cc1cc(NC(=O)CN2CCCC(C)C2)n(-c2nc3ccccc3s2)n1 (centres undefined) | -11 | -44 | -3 | -3.0 | -39 | 3 | 6 | 2 | 64 | 72
O=C(N/N=C\C=C\c1ccco1)c1cc(-c2ccc3ccccc3c2)n[nH]1 | -3 | . | 6 | -3.4 | -41 | 4 | 1 | -2 | 7 | 3.6*
CC(=O)Nc1ccc2c(c1)CCC2=O | -3 | 6 | 8 | -0.5 | -15 | 6 | 0 | 0 | 101 | 100
O=C(CCN1C(=O)C2C3C=CC(C3)C2C1=O)NC1CCCc2ccccc21 (centres undefined) | -13 | -26 | 2 | -3.2 | -7 | 4 | 0 | -1 | 104 | 91
CN1CCN(S(=O)(=O)c2ccc(NC(=O)c3cccc(S(=O)(=O)N4CCCC4)c3)cc2)CC1 | -6 | . | -4 | -0.8 | -16 | . | -2 | 0 | 92 | 96
Cc1cc(S(=O)(=O)N2CCCCCC2)c(Cl)cc1Cl | 18 | 3 | -13 | -0.8 | -5 | 18 | 2 | 1 | 78 | 79
COc1ccc(N(CC(=O)N2CCCCCC2)S(=O)(=O)c2c(C)[nH]c(=O)[nH]c2=O)cc1 | -9 | -18 | 2 | 0.5 | 0 | 5 | -1 | . | 91 | 110
COC(CNC(=O)c1cccc2c1C(=O)N(Cc1cccnc1)C2)OC | -13 | . | -4 | -1.3 | -26 | 4 | 0 | 1 | 84 | 93
CC1CCc2sc3ncn4nc(C(=O)NCc5ccco5)nc4c3c2C1 (centres undefined) | -15 | . | 6 | -1.8 | 5 | 9 | 7 | 1 | 90 | 91
COC(=O)CSc1n[nH]c(-c2cccnc2)n1 | -15 | 25 | -7 | -2.6 | -8 | 7 | -2 | 1 | 98 | 90
CS(=O)(=O)N1CCN(c2cccc(Cl)n2)CC1 | -9 | 15 | -21 | -1.5 | -7 | 22 | 0 | . | 93 | 104
Cc1cc(N)n2ncc(-c3cccc(Br)c3)c2n1 | -14 | -3 | 15 | -2.0 | -36 | 5 | -2 | 0 | 71 | 80
CCOC(=O)c1c(NC(=O)C2COc3ccccc3O2)sc(C(C)=O)c1C (centres undefined) | -9 | 1 | 1 | -1.3 | -32 | 37 | 4 | 0 | 67 | 63
CCOc1ccc(N2C(=O)S/C(=C\c3cccn3C)C2=O)cc1 | 0 | . | -8 | -4.0 | -39 | 1 | 2 | . | 89 | 91
CCOC(CNC(=O)c1ccc(N2CCc3ccccc32)c([N+](=O)[O-])c1)OCC | -9 | 0 | -11 | -4.2 | 19 | 3 | 3 | -8 | 70 | 76
CCOC(=O)c1sc(NC(=O)CSc2nc3c(c(=O)n2-c2ccc(F)cc2)SCC3)c(C(=O)OCC)c1C | -2 | -7 | -6 | -4.0 | -38 | 5 | 1 | . | 73 | 77
CCN1CCN(C(=S)Nc2ccc3nc(N4CCN(C)CC4)cc(C)c3c2)CC1 | 1 | . | 7 | -3.2 | -27 | 3 | 0 | -11 | 69 | 72
CC1(C)CC(=O)C2=C(C1)OC(c1ccncc1)C(C#N)=C2N (centres undefined) | -6 | -23 | 2 | -2.9 | -34 | 21 | 2 | 1 | 88 | 94
CC1CCCN(c2ccc(C(=O)NCc3cccs3)cn2)C1 (centres undefined) | -3 | 3 | 1 | -1.6 | -9 | 6 | 7 | . | 96 | 96
CCN(CC)C(=O)CSc1nnc(CCCCCNC(=O)OC(C)(C)C)o1 | -9 | . | 6 | -1.5 | 7 | 14 | 0 | 0 | 103 | 104
C=CCN(CC=C)C(=O)Cn1cnc([N+](=O)[O-])n1 | 6 | . | 2 | -1.3 | 6 | 16 | 0 | -10 | 99 | 103
COC(=O)C1=C(C)N=C2SCCC(=O)N2C1/C=C/c1ccccc1 (centres undefined) | -10 | -14 | 4 | -0.5 | -27 | 6 | 0 | 1 | 100 | 92
Cc1ccc(Cn2c(/C=C/c3ccco3)nc3ccccc32)cc1 | -4 | . | 12 | -4.5 | -23 | 3 | 9 | -3 | 71 | 83
COc1ccc(CCNC(=O)CN(C)S(=O)(=O)c2cccc3nsnc23)cc1OC | -4 | . | -37 | -1.4 | -31 | 6 | 1 | -2 | 98 | 95
Cc1ccc(NC(=S)C2=C(O)c3sccc3N(C)S2(=O)=O)cc1 | 0 | -9 | 9 | 1.2 | -12 | 25 | 1 | . | 96 | 96
COC(=O)c1ccccc1NC(=O)CN(Cc1ccc(Cl)cc1)S(C)(=O)=O | -3 | 12 | -13 | -0.7 | -11 | 4 | 10 | -2 | 77 | 73

Exported tab-delimited: part of the list above.
Structure	Yeast life ext	E-sel TNF inh	GALR2 antag	MRP-1 activ	BB579 growth dn	Measles CPE	NPY Y2 blocker	Phagocyt inh	bCat KO growth	HCT116 PTEN-null
Cc1ccc(Cn2c(/C=C/c3ccco3)nc3ccccc32)cc1	-4	.	12	-4.5	-23	3	9	-3	71	83
CCN1CCN(C(=S)Nc2ccc3nc(N4CCN(C)CC4)cc(C)c3c2)CC1	1	.	7	-3.2	-27	3	0	-11	69	72
COc1ccc(CCNC(=O)CN(C)S(=O)(=O)c2cccc3nsnc23)cc1OC	-4	.	-37	-1.4	-31	6	1	-2	98	95

(cont.)
SMILES | Yeast life ext | E-sel TNF inh | GALR2 antag | MRP-1 activ | BB579 growth dn | Measles CPE | NPY Y2 blocker | Phagocyt inh | bCat KO growth | HCT116 PTEN-null
CCSc1nnc(NC(=O)C(CC)Oc2ccccc2)s1 (centres undefined) | 5 | . | 3 | -0.2 | -29 | 19 | 3 | 1 | 89 | 88
Cc1ccc(-n2ncc3c(N4CCCC4)ncnc32)c(C)c1 | -18 | -41 | -4 | -3.2 | -33 | 3 | 0 | . | 99 | 101
Cc1cc(C(=O)N/N=C/c2cc(Cl)cc([N+](=O)[O-])c2O)c2ccccc2n1 | -8 | 4 | -13 | -0.5 | 11 | 8 | 2 | -11 | 69 | 74
COc1ccc(-n2c(SC3CCOC3=O)nc3ccccc32)cc1 (centres undefined) | -11 | . | 3 | 1.7 | -75 | 19 | 2 | -1 | 94 | 111
CCC(c1nnnn1CCOC)N1CCN(C(=O)c2ccco2)CC1 (centres undefined) | -19 | 12 | 2 | -0.2 | -26 | 8 | 4 | -3 | 105 | 93
COc1ccc(-c2nnc(SCCC(=O)O)n2-c2ccccc2)cc1 | -17 | 19 | -3 | -0.5 | -2 | 14 | 0 | 2 | 91 | 97
COc1ccc(-c2noc(-c3ccccc3-c3ccccc3)n2)cc1OC | -23 | 12 | -6 | 1.5 | -19 | 6 | 18* | 0 | 75 | 80
O=C(Nc1cccn2ncnc12)c1ccc(Cl)cc1Cl | -12 | 26 | 4 | -0.8 | -54 | 2 | 1 | . | 94 | 89
O=C(CSc1nc2ccccc2s1)Nc1ccc(Cl)c(S(=O)(=O)N2CCOCC2)c1 | 3 | 23 | 5 | -2.6 | -51 | 22 | 2 | . | 71 | 62
COc1ccc(N2CCN(C(=O)CC3NC4CCCCC4NC3=O)CC2)cc1 (centres undefined) | -8 | -40 | 6 | 0.0 | -48 | 3 | 3 | 1 | 98 | 93
O=C1CCCN1CCCNS(=O)(=O)c1ccc(Cl)c(C(=O)N2CCOCC2)c1 | -6 | 10 | 12 | 0.1 | -20 | 4 | 0 | 0 | 106 | 109
Cn1c([N+](=O)[O-])cnc1COC(N)=O | 3 | . | -10 | 0.0 | 4 | 4 | 1 | . | 96 | 99
Cc1nccn1CC(=O)N/N=C/c1ccc(O)c(O)c1 | 0 | . | 0 | 2.5 | -14 | 23 | 0 | -8 | 91 | 74
CCc1ccc(N(CC(=O)O)S(=O)(=O)c2c(C)noc2C)cc1 | 1 | -4 | 8 | -0.7 | -23 | 5 | 1 | 1 | 99 | 97
Cc1nc2c(-c3ccc(F)cc3)c(C)nn2c(C)c1CCC(=O)N1CCN(c2ccc(F)cc2)CC1 | -11 | -5 | -2 | -2.9 | 2 | 4 | 5 | 0 | 82 | 84
CCC(=O)Nc1sc2c(c1C#N)CC(C)(C)NC2(C)C | 4 | . | -10 | 0.3 | -10 | 23 | 3 | -1 | 94 | 111
CCOCCCn1c(=S)[nH]c2cc3c(cc2c1=O)OCO3 | -18 | 33 | 19 | -3.4 | -21 | 6 | 14 | 0 | 100 | 101
COCCn1c(SCCN2CCCCC2)nc2ccccc2c1=O | 4 | . | 10 | -3.0 | -8 | 5 | 7 | 0 | 90 | 96
C=CCn1c(C#N)c(N)sc1=N | -5 | 2 | 7 | -2.0 | -19 | 11 | 0 | 0 | 100 | 96
Cc1ccc(S(=O)(=O)n2ccc3cccnc32)cc1 | -2 | 4 | 1 | -2.1 | -9 | 14 | 4 | . | 89 | 94
CCOC(=O)c1cc2c(nc1N)CC(C)(CC)OC2 (centres undefined) | -2 | 5 | -6 | 0.1 | -7 | 3 | 0 | 2 | 97 | 106
Cc1ccc2[nH]c(C(=O)O)c(NC(=O)CN3CCN(c4cccc(C)c4C)CC3)c2c1 | -10 | 25 | 3 | -1.9 | -46 | 21 | -2 | 0 | 86 | 86
Cn1cc(C(=O)NCc2ccccc2F)cn1 | -1 | -3 | 13 | -0.7 | -26 | 10 | 2 | 1 | 92 | 102
